# Assay outcomes deposited in PubChem BioAssay by several laboratories.
# bovine MsrA act: bovine methionine sulfoxide reductase A activation; purified bovine MsrA, absorbance read-out; activation, % at 10.6 µM; actives 0.3% (n = 360,000); AID 602163; in the data active = activation above about 7.5%;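 note: 0% = vehicle and 100% = reference activator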
# MLLE-PAM2 inh: inhibitors of microRNA-mediated deadenylation, human PABP1 MLLE binding; P11940; GST-MLLE / FITC-PAM2 fluorescence polarization; inhibition, % at 20 µM; actives 0.36% (n = 360,000); AID 588489; in the data active = inhibition above about 35%, passing the limit was not always enough;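 note: plate controls were DMSO wells with GST-MLLE for no effect and wells lacking GST-MLLE protein for full effect; some results filed as inactive read as strong as hits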
# Target sequence (P11940 whole entry, looked up): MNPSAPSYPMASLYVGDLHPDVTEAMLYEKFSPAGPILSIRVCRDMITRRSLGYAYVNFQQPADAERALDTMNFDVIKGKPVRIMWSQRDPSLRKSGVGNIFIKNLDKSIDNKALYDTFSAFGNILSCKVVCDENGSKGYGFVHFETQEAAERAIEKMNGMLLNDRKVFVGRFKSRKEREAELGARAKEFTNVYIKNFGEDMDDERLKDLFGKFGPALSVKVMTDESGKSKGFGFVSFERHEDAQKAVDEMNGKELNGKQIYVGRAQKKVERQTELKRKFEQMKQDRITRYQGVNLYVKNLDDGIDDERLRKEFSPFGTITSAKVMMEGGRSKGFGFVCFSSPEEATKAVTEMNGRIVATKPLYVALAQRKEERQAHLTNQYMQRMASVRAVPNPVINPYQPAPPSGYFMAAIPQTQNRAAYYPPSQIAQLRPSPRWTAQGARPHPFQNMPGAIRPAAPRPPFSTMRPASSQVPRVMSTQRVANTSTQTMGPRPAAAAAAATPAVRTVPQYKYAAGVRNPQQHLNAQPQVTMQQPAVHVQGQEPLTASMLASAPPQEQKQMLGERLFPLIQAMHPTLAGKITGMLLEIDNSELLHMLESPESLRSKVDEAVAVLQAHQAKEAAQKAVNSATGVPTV
# MsrA inh: inhibitors of bovine MsrA. purified bovine MsrA, absorbance read-out. inhibition, % at 15.5 µM. actives 0.75% (n = 360,000). AID 651718; in the data active = inhibition above about 4.5%;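 note: 0% = vehicle wells with enzyme and 100% = reference inhibitor wells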
# CSN inh: inhibitors of human CSN-mediated cullin deneddylation. actives 0.38% (n = 360,000). Purified CSN, SCF-Nedd8-OG deneddylation, fluorescence polarization. inhibition, % at 12.5 µM. Q92905. AID 651999;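 active = pattern-corrected inhibition above about 35%, with an unprinted fluorescence ratio check between 0.5 and 1.5, limit read from the data, passing the limit was not always enough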;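 note: 0% = enzyme with substrate and 100% = substrate without enzyme; some results filed as inactive read as strong as hits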
#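 Material: purified human Csn5 enzyme expressed in HEK293T cells / Medium: Tris buffer pH 7.5, NaCl, DTT, Tween-20, trehalose, ovalbumin / Compound dosing: 12.5 µM single point / Schedule: 90 min incubation of compound, enzyme and substrate at room temperature / Signal: fluorescence polarization of the substrate / Control set: no-enzyme wells high, enzyme-with-substrate wells low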
# FAS-TE inh: inhibitors of human fatty acid synthase thioesterase domain. P49327. recombinant FAS-TE, OMFH fluorogenic substrate, fluorescence endpoint. inhibition, % at 15 µM. actives 0.67% (n = 360,000);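 active = compounds whose normalised, plate-corrected inhibition of enzyme fluorescence in the single-dose primary screen is 50% or more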;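 note: 0% = DMSO with enzyme and 100% = substrate without enzyme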
# MT1-MMP act inh: inhibitors of human MT1-MMP activation; HT1080 RFP-PRO-GFP cells, GFP/RFP ratio fluorescence, overnight; percent of plate control window, DMSO zero; GFP/RFP ratio change, % at 20 µM; AID 651647; actives 0.061% (n = 360,000); P50281;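 active = GFP/RFP ratio change of at least 30% with cell ATP level not reduced by more than half and red fluorescence within 50% of control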; note: strong numbers were not always called active
#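 Assay system: HT1080 RFP-PRO-GFP cells. Benchmarks: DMSO vehicle wells and RFP-L50D-GFP reporter cell wells. Times: overnight cell settling, then overnight compound exposure, 37 °C, 5% CO2. Compound: 20 µM single dose, 1% DMSO. Read-out basis: GFP/RFP fluorescence ratio.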
# E coli Lon inh: inhibits E. coli Lon protease | P0A9M0 | purified E. coli Lon protease, fluorescence polarization | inhibition, % at 7.94 µM | actives 0.42% (n = 360,000) | AID 602123; in the data active = inhibition above about 13%, passing the limit was not always enough;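 note: 0% = enzyme with probe and DMSO and 100% = no enzyme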
# Rpn11 inh: blocks the human proteasome subunit Rpn11; O00487; human 26S proteasome, Ub4-pepOG fluorescence polarization; 20S core pre-blocked with epoxomicin; calls only at 20 µM; actives 0.59% (n = 360,000);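 active = inhibition at 20 µM, scaled to each plate's controls, above about 33%, limit read from the data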
# Target sequence (O00487 whole entry, looked up): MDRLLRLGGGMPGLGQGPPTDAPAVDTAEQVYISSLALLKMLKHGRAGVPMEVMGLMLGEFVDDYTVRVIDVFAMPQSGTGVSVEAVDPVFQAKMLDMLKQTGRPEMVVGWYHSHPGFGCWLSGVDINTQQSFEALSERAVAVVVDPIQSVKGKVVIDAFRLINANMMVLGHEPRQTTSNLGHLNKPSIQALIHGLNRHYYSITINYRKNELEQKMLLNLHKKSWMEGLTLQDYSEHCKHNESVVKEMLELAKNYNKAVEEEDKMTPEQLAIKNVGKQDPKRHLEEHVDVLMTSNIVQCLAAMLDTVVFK
# Rin1-Abl PPI inh: inhibitors of human Rin1-Abl protein interaction. P00519+Q13671. TR-FRET Rin1/Abl binding, biochemical. inhibition, % at 7.35 µM. actives 0.4% (n = 360,000). AID 588664; in the data active = inhibition above about 5%, passing the limit was not always enough
# Numbers without * were called inactive; i = inactive; · = not tested or not shown; & = joins results of further samples.
SMILES,bovine MsrA act,MLLE-PAM2 inh,MsrA inh,CSN inh,FAS-TE inh,MT1-MMP act inh,E coli Lon inh,Rpn11 inh,Rin1-Abl PPI inh
CCOC(=O)C1C2C=CC3(CN(CCc4ccccc4)C(=O)C13)O2 (stereo not given),-3,0,-1.1,5,-9,-9,3,i,-6
CC1CCN(Cc2nc(-c3ccccc3)no2)CC1,-5,-2,-0.6,-2,-3,-3,2,i,0
O=C(CSc1ncn[nH]1)c1ccc(OC(F)F)cc1,0,8,-0.8,-4,-6,-2,5,i,-1
CCCC[n+]1ccn(C2=C([O-])c3ccccc3C(=O)/C2=N\S(=O)(=O)c2ccc(Cl)cc2)c1,5,-17,-0.3,3,-5,3,-2,i,-7
COC(=O)CNC(=O)CN1C(=O)N(c2ccc(Cl)cc2)C(N(O)C(=O)Nc2ccc(Cl)cc2)C1(C)C (stereo not given),-4,3,-0.1,4,-214,2,-10,i,-1
CCc1ccccc1NC(=O)N[C@H](C(=O)O)C(C)C,0,2,-0.7,0,-9,4,3,i,0
COc1cccc(C(=O)N/N=C(\CC(C)C)c2ccccc2)c1,-3,-4,0.2,-5,-2,4,-6,i,-1
O=C(Nc1nncs1)c1ccc(N2C(=O)C3C4C=CC(C4)C3C2=O)cc1 (stereo not given),-1,4,2.0,8,-10,1,2,i,4
CC1CN(C(=O)CSc2nnc(-c3ccc(Cl)cc3)n2C)CC(C)O1 (stereo not given),-6,-4,0.1,-2,-7,-1,0,i,2
CCCCn1c(N)c(N(CC)C(=O)c2cc(S(=O)(=O)N3CCN(CC)CC3)ccc2Cl)c(=O)[nH]c1=O,-1,-1,1.5,0,-1,-2,1,i,-2
O=C(Nc1cccc(O)c1)c1ccc([N+](=O)[O-])cc1Cl,-8,-7,1.3,-3,-8,4,-5,i,1
CCCc1nnc(NC(=O)CCC(=O)N2CCC(Cc3ccccc3)CC2)s1,-6,1,0.6,1,-3,-1,-5,i,1
CCOc1ccccc1N1CCN(CC(=O)Nc2nnc(CC)s2)CC1,-7,10,-1.2,-2,-11,1,-6,i,0
O=C(CSc1nc2ccccc2o1)Nc1ccccc1,-7,28,-0.6,-3,1,-2,5,i,7
CCc1ccc(S(=O)(=O)NCCc2csc(-c3ccccc3)n2)s1,-3,0,-0.9,3,23,-3,2,i,-2
COc1ccc(CN2C(=O)C(Cc3ccccc3)Nc3ncnc(N4CCOCC4)c32)cc1 (stereo not given),-7&-4,-3&6,0.0,-5&3,2&-2,0&6,15&3,i,3&4
CN(C)CCN(Cc1ccco1)C(=O)c1oc2ccccc2c1NC(=O)COc1ccccc1,1,8,1.8,3,11,0,2,i,-2
Cc1nnc(NC(=O)C2=COCCO2)s1,-7,19,-0.4,-1,-5,-1,0,i,-1
CC(C)(C)C(=O)/C=C(\N)c1ccccn1,-10,2,3.1,-1,-1,1,-10,i,-1
CCc1nc2ccc(C(=O)N(C)C(C)C)cn2c1N(CCC(C)C)CCN(C)C,-2,16,1.0,-4,-12,2,2,i,-3
COc1ccc(NC(=O)CSc2nnnn2C)cc1,-1,-1,-0.4,-5,-4,1,7,i,0
COc1ccc(NC(=O)CNC(=O)c2c(C)nn(C)c2Cl)cc1,-1,1,-0.9,-8,-6,0,-1,i,3
N=c1c(C(=O)NCCN2CCOCC2)cc2c(=O)n3ccccc3nc2n1CCc1ccccc1,-1,0,0.3,-2,-2,-3,-11,i,-1
Cc1cc2c(Nc3ccc(O)cc3)ncnc2s1,-1,-12,1.2,-3,-2,3,0,i,-5
Cc1ccc(-c2nnc(SCC(=O)CC(=O)Nc3ccccc3)n2-c2ccccc2)cc1,-2,-84,0.6,-4,0,-2,6,i,-5
CCc1ccc(CNCCNCC(C)O)cc1 (stereo not given),-2,0,-0.9,0,-7,6,-5,i,-1
CCOn1c(=O)c(-c2ccc(OC)cc2)[n+]([O-])c2ccccc21,-2,5,1.1,7,4,-2,-2,i,3
CCOC(=O)C1CCN(C(=O)c2cc3c(ccc4ccccc43)o2)CC1,-4,-3,0.6,-2,15,0,-5,i,0
O=C(C[C@H]1C/C=C\CCCC(=O)OC[C@H]2CCCN2C1=O)NCCO,-3,3,-0.2,-1,-7,1,-7,i,0
O=C(NCC(=O)N(Cc1cccs1)C(C(=O)NC1CCCCC1)c1ccco1)c1ccco1 (stereo not given),-4,-13,1.9,4,-4,-4,4,i,0
Cc1ccnc(NS(=O)(=O)c2cnc(Cl)c(Br)c2)c1,-3,-3,-0.6,-2,-5,3,-7,i,-2
O=C(c1cnc(Cc2c[nH]c3ccccc23)c(I)c1)N1CCOCC1,-2,-23,-0.3,9,-1,0,10,i,-1
Cc1ccccc1Nc1ncccc1C(=O)N1CCOCC1,-2,-3,-0.2,-2,-8,4,57*,i,-5
Nc1nc(SCCN2C(=O)c3ccccc3C2=O)n[nH]1,0,-10,-0.6,-4,-9,-6,4,i,-3
O=C(Nc1c[nH]c(=O)[nH]c1=O)c1cccc([N+](=O)[O-])c1,-13,8,1.2,0,-2,-2,-3,i,2
CC(C)CN(C(=O)COC(=O)c1c(Cl)ccc(Cl)c1Cl)C1CCS(=O)(=O)C1 (stereo not given),-3,-1,-1.4,-10,10,-2,1,i,-1
CC1C2=C(CC(C)(C)CC2=O)NC2=C1C(=O)CC(C)(C)C2,-2,4,1.2,-9,-2,-1,5,i,3
COCCCN1C(=O)c2ccc(C(=O)OCC(=O)N(C)c3ccccc3)cc2C1=O,-5,-1,0.7,1,-3,-2,1,i,1
Cc1cc(NC(=O)c2ccc(NC(=O)C(C)Oc3ccccc3)cc2)no1 (stereo not given),0,-10,0.4,1,0,2,6,i,3
CC1(C(=O)NS(=O)(=O)c2ccc3c(c2)CCO3)CCN1C(=O)CCC1CCCC1 (stereo not given),-9,-11,0.0,-2,-7,-2,-15,i,-4
Cc1c(C(=O)N2CCCCC2)sc(N)c1C#N,0,-5,-1.0,0,-7,0,-1,i,3
Cc1cc(C)c(S(=O)(=O)Nc2cccc(S(=O)(=O)N3CCOCC3)c2)c(C)c1,-2,-16,0.6,4,6,-5,-8,i,3
COc1ccc(NS(=O)(=O)c2ccc(NC(=S)NC(=O)CC(C)C)cc2)cc1,-4,20,1.8,5,24,-2,-3,i,1
COC(=O)CN1C(=O)Nc2ccc(Cl)cc2C1c1ccccc1 (stereo not given),-10,3,2.0,-3,1,-2,2,i,-2
COCCNC(=O)C(c1ccc(O)cc1)N(Cc1ccco1)C(=O)CCC(=O)Nc1nccs1 (stereo not given),-4,4,1.0,-7,-1,4,0,i,3
O=C1CN(c2nc(-c3cccnc3)nc3scc(-c4ccccc4)c23)CCN1,-1,11,1.8,-5,-4,0,2,i,-1
COc1ccc(CCNC(=S)N2CCN(S(=O)(=O)c3ccccc3F)CC2)cc1,-1,-116,-0.2,-1,20,-1,5,i,-1
CC1(C(=O)NS(=O)(=O)c2ccc3ccccc3c2)CCN1C(=O)CC1CCCCC1 (stereo not given),-2,13,0.2,-3,-6,1,-3,i,3
COc1ccc(CN2CCC2(C)C(=O)Nc2cccc(NS(C)(=O)=O)c2)c2ccccc12 (stereo not given),-3,-1,-0.7,-5,10,5,-3,i,-1
COC(=O)c1ccc(Cn2nnc3c(=O)[nH]c(C4CCCN(S(=O)(=O)c5ccccc5Cl)C4)nc32)cc1 (stereo not given),0,-2,0.2,-3,35,-3,-10,i,1
CC(SC#N)C(=O)C12CC3CC(CC(C3)C1)C2 (stereo not given),-10,28,2.2,0,10,-7,-9,i,1
Cc1ccc(C)c(S(=O)(=O)NCC(c2ccco2)N2CCc3ccccc3C2)c1 (stereo not given),0,-1,-0.1,-1,24,-1,-1,i,0
COCCn1nnnc1C(c1cccc(C#N)c1)N1CCCCCC1 (stereo not given),-3,9,-0.2,-3,-4,-2,-3,i,2
COc1ccc(-n2c(Cc3cc(=O)[nH]c(=O)[nH]3)nnc2SCC(=O)N2CCCC2)cc1,2,-5,0.8,1,-5,-1,0,i,-2
COc1ccc(CNC(=O)C2CCN(S(=O)(=O)N3CCCC3)CC2)cc1,-3,-3,0.9,-1,-6,-2,4,i,0
O=C(CNC(=O)c1ccc(-c2ccccc2)cc1)OCc1c(Cl)cccc1Cl,-4,-2,-1.9,-19,2,4,0,i,-2
COc1ccc(N(C(=O)c2ccc(F)cc2)C2=CC3CCC(C2)N3C)cc1 (stereo not given),0,-8,0.4,-2,-4,-1,-1,i,-1
COc1ccc(CCNC(=O)c2ccc(CN3CCC(Cc4ccccc4)CC3)cc2)cc1OC,-3,-12,-0.5,-1,-10,8,-10,i,1
CCN(CC)S(=O)(=O)c1cc(NC(=O)C(C)N(C)CC(=O)Nc2c(C)cccc2C)ccc1C (stereo not given),-10,-8,0.1,0,1,2,1,i,5
COc1ccccc1NCCC(=O)OCC(=O)NC1CCCCCC1,-3,3,-0.1,-1,-9,3,-1,i,2

# The listing continues:
SMILES,bovine MsrA act,MLLE-PAM2 inh,MsrA inh,CSN inh,FAS-TE inh,MT1-MMP act inh,E coli Lon inh,Rpn11 inh,Rin1-Abl PPI inh
CCC1=NN(C(=O)c2ccccc2[N+](=O)[O-])C(O)(c2ccccc2)C1 (stereo not given),3,11,0.5,-2,-1,-5,14,i,-5
Cc1nc2cc(NS(=O)(=O)c3ccccc3F)ccc2s1,-6,-10,1.1,-2,-5,0,-4,i,-3
CCOc1ccc2nnc(-c3ccc(Br)cc3)n2n1,-1,-7,0.4,-1,3,-4,-9,i,1
O=C(NNc1cc(Br)c(O)c(Br)c1)c1ccccc1,-14,26,0.9,1,1,1,5,i,-2
Cc1ccc2c(c1)NC(=O)C(CC(=O)Nc1ccc(CN3CCC(C)CC3)cc1)O2 (stereo not given),-6,12,·,-4,-7,3,1,i,-4
COc1ccc(-c2cc(C#N)nc(N3CCNCC3)n2)cc1,-2,-3,2.6,3,-38,-4,0,i,0
CCN(CC(=O)NCCN1CCOCC1)S(=O)(=O)c1ccc(F)cc1,-1,-12,-0.2,-3,-4,6,4,i,1
O=C(N/N=C/c1ccc(OCc2ccc(F)cc2)cc1)c1ccccc1,2,19,0.2,1,0,-1,-5,i,3
COc1ccccc1C1=NOC(CN2C(=O)c3ccccc3S2(=O)=O)C1 (stereo not given),-7,-1,-0.2,-2,20,5,1,i,-3
S=C(NCc1ccco1)Nc1ccccc1Cl,-9,25,-0.9,-3,1,2,1,i,0

# Whole records as entered above. Screens in order: bovine MsrA act | MLLE-PAM2 inh | MsrA inh | CSN inh | FAS-TE inh | MT1-MMP act inh | E coli Lon inh | Rpn11 inh | Rin1-Abl PPI inh
# Entry for O=C(N/N=C/c1ccc(OCc2ccc(F)cc2)cc1)c1ccccc1 = 2 | 19 | 0.2 | 1 | 0 | -1 | -5 | i | 3
# Entry for CCOc1ccc2nnc(-c3ccc(Br)cc3)n2n1 = -1 | -7 | 0.4 | -1 | 3 | -4 | -9 | i | 1
# Entry for O=C(NNc1cc(Br)c(O)c(Br)c1)c1ccccc1 = -14 | 26 | 0.9 | 1 | 1 | 1 | 5 | i | -2
# Entry for CCN(CC(=O)NCCN1CCOCC1)S(=O)(=O)c1ccc(F)cc1 = -1 | -12 | -0.2 | -3 | -4 | 6 | 4 | i | 1
# Entry for COc1ccccc1C1=NOC(CN2C(=O)c3ccccc3S2(=O)=O)C1 (stereo not given) = -7 | -1 | -0.2 | -2 | 20 | 5 | 1 | i | -3
